TMEM16A inh – mouse TMEM16A channel inhibition, primary screen | Q8BHY3 | HEK293 TMEM16A/YFP iodide influx fluorescence, ionomycin | normalized B-score (activity score, 25-100; higher = stronger inhibition) at 10 µM | hit rate 1.2% among 310,000 | AID 588511;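 active means ratio plate-corrected score three or more library SD toward inhibition, starting fluorescence score within five deviations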;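 further: score derived from kinetic fluorescence span divided by baseline fluorescence per well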
RGS4 act – potentiators or activators of RGS4 | HEK293 M3R/inducible RGS4, carbachol calcium flux Fluo4; stronger effect = lower value | B-score at 10 µM | hit rate 0.92% among 310,000 | AID 463111;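 active means B-score of the integrated calcium signal more than 4 SD below the library mean, with starting fluorescence not abnormally high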;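 further: negative B-score means reduced calcium response which marks RGS4 activation or potentiation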
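Reagent: ECmax carbachol challenge; Test system: M3R-expressing HEK293 line, RGS4 induced by doxycycline; Schedule: overnight RGS4 induction, 30 min dye load 37 °C, 20 min compound RT; Detection: calcium dye Fluo4 fluorescence; Read-out: Agonist-evoked peak-minus-minimum fluorescence over baseline, integrated ratio, B score.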
TRPC6 inh – inhibitors of mouse TRPC6 channel | Q61143 | AID 2553 | hit rate 1.1% among 310,000 | B-score at 10 µM | HEK293-TRPC6, membrane potential dye, ACh-evoked depolarization; stronger effect = lower value;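 active means B-score under library mean minus 3 SD, initial fluorescence not abnormally high, positive integrated signal ratio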;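 further: B-score derived from integrated fluorescence ratio over the kinetic read; more negative B-score means stronger inhibition of depolarization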
Target sequence (Q61143 whole entry, looked up): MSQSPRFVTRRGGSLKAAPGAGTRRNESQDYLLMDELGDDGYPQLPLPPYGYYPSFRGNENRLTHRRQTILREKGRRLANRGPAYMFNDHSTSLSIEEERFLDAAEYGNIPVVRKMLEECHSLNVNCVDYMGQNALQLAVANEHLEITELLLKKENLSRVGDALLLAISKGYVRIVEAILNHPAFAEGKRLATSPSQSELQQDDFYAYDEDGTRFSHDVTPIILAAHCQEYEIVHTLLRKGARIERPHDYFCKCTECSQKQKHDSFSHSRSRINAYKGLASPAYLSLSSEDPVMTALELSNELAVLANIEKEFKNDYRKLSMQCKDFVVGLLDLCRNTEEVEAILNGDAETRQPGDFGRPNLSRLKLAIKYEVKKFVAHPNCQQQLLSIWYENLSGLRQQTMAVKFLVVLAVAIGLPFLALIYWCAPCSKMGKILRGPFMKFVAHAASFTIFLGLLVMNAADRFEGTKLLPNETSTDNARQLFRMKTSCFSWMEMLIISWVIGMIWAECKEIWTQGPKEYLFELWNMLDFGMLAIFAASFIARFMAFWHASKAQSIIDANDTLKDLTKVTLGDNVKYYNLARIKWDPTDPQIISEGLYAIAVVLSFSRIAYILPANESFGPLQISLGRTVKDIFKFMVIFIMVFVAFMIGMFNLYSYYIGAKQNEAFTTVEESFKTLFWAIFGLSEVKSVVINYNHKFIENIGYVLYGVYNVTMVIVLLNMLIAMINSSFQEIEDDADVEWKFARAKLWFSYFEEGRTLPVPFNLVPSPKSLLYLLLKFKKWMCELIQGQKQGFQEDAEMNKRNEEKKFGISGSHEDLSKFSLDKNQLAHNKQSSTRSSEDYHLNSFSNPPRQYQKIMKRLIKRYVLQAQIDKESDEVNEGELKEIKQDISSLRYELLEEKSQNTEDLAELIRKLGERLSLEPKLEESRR
HDAC3 inh – blocks human histone deacetylase 3 | O15379 | recombinant HDAC3, fluorogenic peptide/trypsin coupled, fluorescence | inhibition, % at 8.3 µM | hit rate 0.15% among 320,000 | AID 2718; in the data active means inhibition above about 26%, passing the limit was not always enough; inconclusive means no clear call, values can overlap the other calls
SKKanGAS inh – blocks kanamycin growth of S. pyogenes SKKanGAS strain; BacTiter-Glo, 6 h; AID 1662; inhibition, % at 7.5 µM; hit rate 1.3% among 300,000;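 active means mean replicate score, as percent of positive control median, at least 50; inconclusive means mean below 50 but one replicate at or above 50; inactive means mean and every replicate below 50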;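 further: strain carries kanamycin resistance gene driven by streptokinase promoter and grows in 40 µg/ml kanamycin; loss of luminescence reflects streptokinase promoter inhibition or plain growth inhibition; 0% = median of DMSO wells and 100% = positive control at its reference dose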
TMEM16A act – activators or potentiators of mouse TMEM16A chloride channel; B-score at 10 µM; hit rate 0.3% among 340,000; HEK293 TMEM16A/YFP-H148Q/I152L, iodide quench fluorescence; stronger effect = lower value; AID 623877;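 active means fluorescence-ratio B-score plate-corrected deviation score at least 3 library SD below zero, with starting fluorescence score within 5 deviations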;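 further: channel opened by trigger with iodide after compound preincubation; score built on the fluorescence ratio of max minus min over baseline; more negative score means more quench and so TMEM16A activation or potentiation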
TRPC6 act – activators of mouse TRPC6 channel | Q61143 | HEK293-TRPC6 membrane potential dye fluorescence; stronger effect = higher value | B-score at 10 µM | hit rate 0.13% among 310,000;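 active means B-score of the integrated fluorescence ratio above library mean plus 3 SD, and starting fluorescence ratio within library mean plus 5 SD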;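 further: higher score means more depolarization so channel activation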
MrgX1 PAM – allosterically activates human MrgX1 receptor signaling. B-score at 10 µM. Q96LB2. MrgX1-HEK293, Fluo-4 calcium flux, FDSS; stronger effect = higher value. hit rate 0.63% among 310,000. AID 588675;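 active means plate-corrected calcium response at least 3 library SD above typical, normal starting fluorescence, not activating the receptor alone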;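 further: compound read alongside a low EC10 to EC30 dose of BAM8-22 agonist; peak minus trough fluorescence over baseline measured at the second addition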
MrgX1 antag – antagonists of human MrgX1 receptor; Q96LB2; MRGX1-HEK293 calcium flux, Fluo-4, BAM8-22 antagonism; stronger effect = lower value; B-score at 10 µM; hit rate 1.3% among 310,000; AID 588676;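 active means calcium-response B-score plate-corrected more than 3 library SD below zero, starting fluorescence within 5 deviations, no agonist response on first addition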;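 further: peak minus trough fluorescence over baseline after final BAM8-22 challenge near maximal dose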
MrgX1 ag – activates human MrgX1 receptor signaling | hit rate 0.44% among 310,000 | AID 588627 | Q96LB2 | MrgX1-HEK293 cells, Fluo-4 calcium fluorescence, agonist mode; stronger effect = higher value | B-score at 10 µM;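 active means calcium response B-score plate-corrected fluorescence ratio at least 3 library SD, with starting fluorescence B-score inside 5 SD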
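Material – MrgX1-expressing HEK293 cells · Input – 15,000 cells seeded per well · Dosing – compound as first of three additions · Times – overnight seeding, then 1 h dark dye loading · Measured by – kinetic Fluo-4 NW fluorescence of intracellular calcium · Read-out – B-scored fluorescence response ratio · Benchmarks – positive and negative control wells on each plate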
RGS4 inh – inhibitors of human RGS4; HEK293 M3R/RGS4 inducible, Fluo-4 calcium flux; stronger effect = higher value; triggered by carbachol at its EC20; hit rate 0.45% among 310,000; B-score at 10 µM; P49798;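 active means B-score, a plate-corrected calcium signal, over three deviations above library mean, with baseline fluorescence within five deviations of library mean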;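 further: RGS4 expression induced by doxycycline in cells with stable M3 receptor; B-score is computed from the integrated fluorescence ratio over baseline after carbachol; higher B-score means a larger calcium signal and so more RGS4 inhibition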
Target sequence (P49798 whole entry, looked up): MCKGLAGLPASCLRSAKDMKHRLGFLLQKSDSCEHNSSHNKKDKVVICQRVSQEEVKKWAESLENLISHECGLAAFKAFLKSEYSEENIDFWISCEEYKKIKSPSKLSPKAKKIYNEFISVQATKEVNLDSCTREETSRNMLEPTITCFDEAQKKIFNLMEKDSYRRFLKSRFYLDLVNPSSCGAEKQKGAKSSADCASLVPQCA
Numbers without * were called inactive; i = inactive; ? = inconclusive; · = no result given. Random draw from the library; overall some 6.7% were active at least once.

SMILES	TMEM16A inh	RGS4 act	TRPC6 inh	HDAC3 inh	SKKanGAS inh	TMEM16A act	TRPC6 act	MrgX1 PAM	MrgX1 antag	MrgX1 ag	RGS4 inh
CC(C)(C)c1ccc(N/N=C(\C#N)S(=O)(=O)C(C)(C)C)cc1	i	i	i	3	-1	i	i	i	i	i	i
COc1ccc(NC(=O)N2CCC(Cc3ccccc3)CC2)cc1	i	i	i	1	3	i	i	i	i	i	i
CSc1nc(N)c(C#N)c(-c2ccccc2Cl)c1C#N	i	i	i	5	-5	i	i	i	i	i	i
CCn1c(SCC(=O)N2CCCCC2)nc2c(c1=O)SCC2	i	i	i	-3	0	i	i	i	i	i	i
N=c1sccn1CC(=O)Nc1ccc(Cl)c(S(=O)(=O)N2CCOCC2)c1	i	i	i	5	-2	i	i	i	i	i	i
Cc1c(OCC(=O)N(C)c2ccccc2)ccc2c3c(c(=O)oc12)CCC3	i	i	i	-11	-10	i	i	i	i	i	i
O=C(O)c1cccc(COc2cccc3ccccc23)c1	i	i	i	4	2	i	i	i	i	i	i
O=C(NCc1ccccc1)c1ccc2c(=O)n(CCCN3CCCC3=O)c(=S)[nH]c2c1	i	i	i	-3	0	i	i	i	i	i	i
CC(C)(C)c1cc(NC(=O)Nc2ccccc2OC(F)(F)F)no1	i	i	i	1	12	i	i	i	i	i	i
CCOC(=O)c1c(C)[nH]c(C2=NNC(=Nc3ccccc3)SC2)c1C	·	i	i	·	·	i	i	·	·	·	i
CCc1noc(C)c1C(=O)N1CCN(S(=O)(=O)c2cc(C)ccc2C)CC1	i	i	i	2	6	i	i	i	i	i	i
CCc1nnc(NC(=O)CSc2nc3cccnc3n2Cc2ccccc2)s1	i	i	i	5	8	i	i	i	-5.9*	i	i
CC(C)N(C(=O)CSc1n[nH]c(=O)n1CCc1ccccc1)C(C)C	i	i	i	4	-5	i	i	i	i	i	i
COc1cccc(OCC(O)CN2CCN(C(c3ccccc3)c3ccccc3)CC2)c1 (stereo not drawn)	i	i	i	10	4	i	i	i	i	i	i
C=CCOc1ccccc1C1C2=C(CC(C)(C)CC2=O)Nc2c1c(=O)n(C)c(=O)n2C (stereo not drawn)	i	i	i	-2	-5	i	i	i	i	i	i
Cc1ccc(-c2ccc(CCC(=O)O)n2NC(=O)c2ccc([N+](=O)[O-])cc2)cc1	i	i	i	1	-12	i	i	i	i	i	i
O=C(COc1ccc(Br)cc1CNCCCN1CCOCC1)Nc1ccccc1	i	i	i	10	2	i	i	i	i	i	i
CCOC(=O)c1oc2cc(O)cc(C)c2c(=O)c1-c1cscn1	i	i	i	3	-6	i	i	i	i	i	i
O=C(O)C1C2C=CC(C2)C1C(=O)Nc1cccc(Cl)c1 (stereo not drawn)	i	i	i	1	-4	i	i	i	i	i	i
CCCCOc1cccc(/C=N/NC(=O)c2csc(C)c2C)c1	i	i	i	-3	9	i	i	i	i	i	i
COc1ccccc1Oc1ccc(S(=O)(=O)NCc2ccccn2)cc1	i	i	i	1	-8	i	i	i	i	i	i
C=CCn1c(C(CC(C)C)CC(C)O)n[nH]c1=S (stereo not drawn)	i	i	i	9	-2	i	i	i	i	i	i
COCC(=O)N(CCc1ccc(OC)c(OC)c1)Cc1nc2ccccc2c(=O)[nH]1	i	i	i	2	-1	i	i	i	i	i	i
CCCCOc1ccc(-c2nnn(CC(=O)Nc3ncc(CC(=O)OCC)s3)n2)cc1	i	i	i	12	31	i	i	i	i	i	i
CCOC(=O)C1(CC2CCCCO2)CCN(C(=O)Nc2ccc3c(c2)OCO3)CC1 (stereo not drawn)	i	i	i	5	9	i	i	i	i	i	i
CC(C)Cc1nnc(NC(=O)c2ccc(N3CCCC3=O)cc2)s1	i	i	i	3	1	i	i	i	i	i	i
COc1ccc(CNC(=O)CN2CCN(C(c3ccccc3)c3ccccc3)CC2)cc1	i	i	i	14	7	i	i	i	i	i	i
Cc1ccc2oc(-c3cccc(NC(=O)c4ccc(Br)o4)c3C)nc2c1	i	i	i	4	20	i	i	i	i	i	i
CC(C)(C)c1ccc(S(=O)(=O)N2CC(=O)Nc3ccccc32)cc1	i	i	i	-2	1	i	i	i	i	i	i
COCCNC(=O)CSc1nnc2c(Cl)cc(Cl)cn12	i	i	i	-1	-3	i	i	i	i	i	i
COC(=O)c1cc(Cl)c(NS(=O)(=O)c2ccccc2)cc1OC	i	i	i	-6	30	i	i	i	i	i	i
COc1ccc(NC(=O)CN(C)C(=O)c2ccc(NC3CC3)c([N+](=O)[O-])c2)cc1	i	i	i	0	6	i	i	i	i	i	i
COc1ccccc1CNC(=O)CCCOc1cc(=O)n(C)c2ccccc12	i	i	i	-1	-8	i	i	i	i	i	i
O=C(c1ccc(CS(=O)c2ccccc2Cl)o1)N1CCN(c2ccccn2)CC1 (stereo not drawn)	i	i	i	-4	2	i	i	i	i	i	i
CCOC(=O)c1[nH]c2ccc(OC)cc2c1NC(=O)N1CCOCC1	i	i	i	-12	2	i	i	i	i	i	i
CN(C)C(=O)CN1CCN(C(=O)CCl)CC1	i	i	i	1	-3	i	i	i	i	i	i
O=C(CCN1C(=O)/C(=C/C=C/c2ccccc2)SC1=S)Nc1nc2ccccc2s1	i	i	i	2	8	i	i	i	i	i	i
CCN(CC(=O)Nc1c(F)cccc1F)C(=O)c1cc(C)nc2ccccc12	i	i	i	0	21	i	i	i	i	i	i
COc1ccccc1/C=N/NC(=O)c1ccc(Br)cc1	i	i	i	4	-15	i	i	i	i	i	i
CC(C)(C)C(=O)Nc1ccc(-c2cn3cccnc3n2)cc1	i	i	i	-199	-4	i	i	i	i	i	i
Cc1ccc(CNc2ccc3c(c2)nc(C)n3C)cc1	i	i	-8.1*	-1	5	i	i	i	i	i	i
COc1ccccc1-n1cnnc1SCC(=O)Nc1ccccc1	i	i	i	-4	-5	i	i	i	i	i	i
CCN1C(=O)[C@H]2[C@H]3[C@H](O)[C@H](O)C/C(=N\OC[C@@H](C)[C@H](OCc4ccccc4)C(C)C)[C@@H]3CC[C@H]2C1=O	i	i	i	4	-2	·	i	i	i	i	i
COc1ccc(CN2[C@@H](CC(=O)O)c3cc(F)ccc3S2(=O)=O)cc1	i	i	i	-1	0	i	i	i	i	i	i
Clc1ccc(OCc2cn3ccccc3n2)c2ncccc12	i	i	i	1	-35	i	i	i	i	i	i
COc1cccc(-c2ccc(NC(=O)C3CCCN(Cc4nccn4C)C3)cc2)c1 (stereo not drawn)	i	i	i	-2	11	i	i	i	i	i	i
CCN(CC)CCn1nc(C)nc1-c1ccccc1O	i	i	i	-1	-4	i	i	i	i	i	i
Cc1ccc(S(=O)(=O)N2CCN(C(=O)c3ccco3)CC2)cc1C	i	i	i	2	1	i	i	i	i	i	i
CCN(CC)C(=O)CSc1nc2cc3c(cc2c(=O)n1Cc1ccc2c(c1)OCO2)OCO3	i	i	i	-7	17	i	i	i	i	i	i
O=C(N/N=C/c1cc2c(cc1Br)OCO2)c1cccnc1	i	i	i	·	12	i	i	i	i	i	i
CCOC(=O)c1ccc(CNC(=O)c2cc(C(C)(C)C)oc2C)o1	i	i	i	10	0	i	i	i	i	i	i
COC(=O)c1ccc(COc2ccc(C=O)cc2OC)o1	i	i	i	-1	0	i	i	i	i	i	i
C/C(CC(=O)Nc1cccc(C(F)(F)F)c1)=N\NC(=O)c1ccncc1	i	i	i	-5	-9	i	i	i	i	i	i
COc1ccc(C(=O)N/N=C/c2ccc(OC)c(CN3CCCc4ccccc43)c2)cc1	i	i	i	-2	2	i	i	i	i	i	i
COc1cccc(Cn2c(N)c(C#N)c3nc4ccccc4nc32)c1OC	i	i	i	4	-5	i	i	i	i	i	i
CCOC(=O)c1ccc(NC(=S)N2CCSC2c2ccc(Cl)cc2)cc1 (stereo not drawn)	100*	-8.8*	i	?	5	-7.7*	i	i	-6.3*	i	i
COc1ccc(N2CCN(C(=O)Cc3ccc(Cl)cc3)CC2)cc1	i	i	i	2	-2	i	i	i	i	i	i
Cc1c2c(nc3nc4ccccc4n13)CCCC2=O	·	i	i	·	-18	·	i	·	·	·	i
CC(C)Cc1nc(SCC(=O)NCc2ccccc2)n[nH]1	i	i	i	-4	3	i	i	i	i	i	i
Cc1ccc(S(=O)(=O)Nc2ccc3c(c2)nc(CCN2CCN(c4ccccn4)CC2)n3C)cc1	i	i	i	0	1	i	i	i	i	i	i

Full records, quoted from the list:
C/C(CC(=O)Nc1cccc(C(F)(F)F)c1)=N\NC(=O)c1ccncc1 reads TMEM16A inh = i; RGS4 act = i; TRPC6 inh = i; HDAC3 inh = -5; SKKanGAS inh = -9; TMEM16A act = i; TRPC6 act = i; MrgX1 PAM = i; MrgX1 antag = i; MrgX1 ag = i; RGS4 inh = i
COc1ccc(C(=O)N/N=C/c2ccc(OC)c(CN3CCCc4ccccc43)c2)cc1 reads TMEM16A inh = i; RGS4 act = i; TRPC6 inh = i; HDAC3 inh = -2; SKKanGAS inh = 2; TMEM16A act = i; TRPC6 act = i; MrgX1 PAM = i; MrgX1 antag = i; MrgX1 ag = i; RGS4 inh = i

(listing goes on)
SMILES	TMEM16A inh	RGS4 act	TRPC6 inh	HDAC3 inh	SKKanGAS inh	TMEM16A act	TRPC6 act	MrgX1 PAM	MrgX1 antag	MrgX1 ag	RGS4 inh
COc1cc2c(cc1OC)C(c1cc3ccccc3oc1=O)=NC(C)(C)C2	i	i	i	0	3	i	i	i	i	i	i
CCOC(=O)N1CCN(c2nc(=S)n(-c3ccccc3)c(C)c2C(C)=O)CC1	i	i	i	-2	-1	i	i	i	i	i	i
Cc1nn(CC2CC2)c(=O)n1-c1ccc(F)cc1	i	i	i	10	-2	i	i	i	i	i	i
Cc1cccc(OCCC(=O)NCC(c2ccco2)N2CCCCC2)c1 (stereo not drawn)	i	i	i	2	-16	i	i	i	i	i	i
Cc1ccccc1-c1nc(-c2ccccn2)no1	i	i	i	-1	·	i	i	i	i	i	i
Nc1ccccc1SCc1cc([N+](=O)[O-])cc2c1OCOC2	i	i	i	8	10	i	i	i	i	i	i
Cc1cc(C)c(S(=O)(=O)N2CCCC2=O)cc1N(C)S(C)(=O)=O	i	i	i	0	0	i	i	i	i	i	i
